# yeast mlh1 rad18: NCI yeast anticancer drug screen, S. cerevisiae mlh1 rad18 strain. growth inhibition, % at 50 µM. 79,000 compounds, 11% hits;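 further: 0% = growth of vehicle-only cultures of the same strain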
#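 Inhibition values reflect reduced growth of mutant yeast versus vehicle-treated controls following compound exposure; the mutations affect DNA damage repair.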
# sgs1 mgt1: NCI yeast anticancer drug screen, S. cerevisiae sgs1 mgt1 strain | % growth inhibition at 50 µM | AID 161 | 78,000 compounds, 10% hits;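 further: 0% = growth of vehicle-only cultures of the same strain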
#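 This yeast growth screen uses a strain with defined DNA-repair lesions; compound-treated growth is compared with vehicle-treated growth.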
# yeast bub3: NCI yeast anticancer drug screen, S. cerevisiae bub3 mutant strain; 78,000 compounds, 9.9% hits; growth inhibition, % at 50 µM;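 further: 0% = growth of vehicle-only cultures of the same strain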
#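 Screening used yeast with an engineered genetic alteration affecting cell cycle control. Compound-exposed cultures were compared with vehicle cultures, and reduced growth was taken as inhibition.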
# mec2-1: NCI yeast anticancer drug screen, S. cerevisiae mec2-1 strain | % growth inhibition at 50 µM | 79,000 compounds, 9% hits;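 further: 0% = growth of vehicle-only cultures of the same strain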
#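 Mutant yeast (mec2-1) grown with compound; growth inhibition relative to vehicle control reported.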
# cln2 rad14: NCI yeast anticancer drug screen, S. cerevisiae cln2 rad14 strain | growth inhibition, % at 50 µM | 78,000 compounds, 8.3% hits | AID 165;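 further: 0% = growth of vehicle-only cultures of the same strain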
#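 The screen exposed genetically defined yeast (cln2 rad14) to test compounds and scored growth inhibition relative to vehicle-treated controls.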
# rad50: NCI yeast anticancer drug screen, S. cerevisiae rad50 strain; % growth inhibition at 50 µM; 79,000 compounds, 10% hits;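 further: 0% = growth of vehicle-only cultures of the same strain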
#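 Yeast carrying a defined DNA repair defect were exposed to test compounds, and growth was compared with vehicle-treated controls to give percent inhibition.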
# * hit, by the source's call. No stated cut-off is given here; in the data, active means growth inhibition above about 70%; inactive means the rest.
SMILES,yeast mlh1 rad18,sgs1 mgt1,yeast bub3,mec2-1,cln2 rad14,rad50
CN(C)c1ccc(N=Nc2cccc(Cl)c2)cc1,39,37,23,16,-20,1
CC12CCCC1C1CC=C3CC(OC=O)CCC3(C)C1CC2 (stereo not given),-12,41,-13,2,39,13
CCCC[N+](C)(C)CC[N+](C)(C)CCCC,-16,-10,-1,-15,-36,4
NS(=O)(=O)c1cccc([N+](=O)[O-])c1,-13,7,-2,5,6,21
Cn1c(=S)c2[nH]c(SCc3cccnc3)nc2n(C)c1=O,40,2,-3,-15,58,28
Cc1c(C2=C(Br)C(=O)N(C)C2=O)c(=O)n(C)c(=O)n1C,92*,59,28,56,4,82*
COc1ccccc1/C(=N\OCCC(=O)O)c1cccs1,-51,6,-1,-1,1,2
CN(C)C(=O)/N=c1\ss/c(=N\C(=S)N(C)C)n1-c1ccccc1,62,72*,68,46,42,68
O=C(O)COc1ccccc1F,-4,-14,3,12,-26,-28
O=C(NC(=O)C(F)(F)C(F)(F)C(F)(F)F)Nc1ccc(F)c(Cl)c1,-33,-30,1,4,-22,-13
CCc1nc2c([nH]1)c(=O)n(C)c(=O)n2C,20,12,-21,-5,16,35
CC(=O)OCCS(=O)(=O)c1c(Cl)c(Cl)c(Cl)c(Cl)c1Cl,98*,99*,96*,97*,94*,96*
O=C(Nc1ccccn1)c1ccc([N+](=O)[O-])cc1,-2,15,-2,8,5,33
CC(=O)N1Cc2c(nc[nH]c2=O)C1C (stereo not given),0,-8,5,27,15,-8
CCCCCCC1(/C=C\c2ccccc2Cl)OCCO1,23,38,17,32,-10,38
O=[N+]([O-])c1ccccc1I,-15,-25,-14,-5,-14,-20
COc1cc([N+](=O)[O-])ccc1NC(=O)c1cccc([N+](=O)[O-])c1C(=O)O,25,43,-17,21,-10,5
Cc1cc(C)nc(NCCCCCCCCNc2nc(C)cc(C)n2)n1,11,8,-12,0,-9,8
CN1CCC(c2ccccc2)(c2ccccc2)C(=O)C1,95*,94*,89*,94*,74*,95*
CC(C)CC(Nc1ccc2ccccc2c1)C(N)=O (stereo not given),-3,10,11,-44,9,-7
CCOC(=O)/C(C(C)=O)=C1\C(=O)c2ccccc2-c2ccccc21,12,3,13,4,-19,22
CC(C)(C)OC(=O)NNC(=O)C1Cc2ccccc2OC1=O (stereo not given),-21,-4,3,-19,-2,-28
CCC(C)NC(=O)c1cccc([N+](=O)[O-])c1 (stereo not given),4,3,-10,-6,4,-5
CCN(CC)CCOc1ccc(C)c2c1C(=O)CC2,-24,-8,21,-9,-9,-28
O=C(O)c1c(Cl)cccc1Cl,-36,-29,-34,-39,-11,-39
O=C1C=C(O)c2cc3c(cc2C1=O)OCO3,25,7,0,5,2,-14
Cc1cccc(Cl)c1NC(=O)c1cccc(C(=O)Nc2c(C)cccc2Cl)c1,28,15,-2,4,-30,9
O=C(Nc1cc(C(F)(F)F)ccc1Cl)C(=O)C(C(=O)c1ccc2ccccc2c1)C1OC(=O)c2ccccc21 (stereo not given),56,20,31,24,20,35
O=P(O)(O)c1ccc(Oc2ccccc2)cc1,-3,-4,5,1,-22,-9
CCOC(=O)C(=CN(C)c1ccc([N+](=O)[O-])cc1)C(=O)OCC,16,16,24,7,12,0
COc1ccc2c(NCCCCCCCCNc3c4ccccc4nc4cc(OC)ccc34)c3ccccc3nc2c1,88*,92*,91*,91*,89*,91*
CB1N(c2ccccc2)B(C)N(c2ccccc2)B(C)N1c1ccccc1,4,20,-6,10,-13,14
O=c1/c(=C\C=C\c2ccccc2)sc2n1CCN=2,-14,-11,-22,-41,-11,-16
O=C1C=CC(=Nc2ccc(O)c3ncccc23)c2cccnc21,92*,95*,96*,95*,87*,94*
CC(=O)OCCc1ccc(C)cc1,-4,-1,-31,-14,-17,-4
CCOC(=O)c1[nH]c(-c2ccc(OC)cc2)c(C(=O)OCC)c1-c1ccccc1,24,29,3,-5,0,39
O=Cc1c(O)ccc2ccccc12,99*,99*,99*,99*,99*,99*
CCCCCCCCCCCC(=O)OC(C)C(=O)NCCCC (stereo not given),75*,-2,-6,14,26,-18
Nc1nc(-c2cc(C(c3ccccc3)c3ccccc3)nc(N)n2)cc(C(c2ccccc2)c2ccccc2)n1,10,-25,-2,14,3,-6
CCOc1ccc(NC(C)=O)c([N+](=O)[O-])c1,3,21,-3,-1,9,-7
CC(C)(C)OC(=O)N1CCCC1=O,28,25,8,13,22,10
COc1cc(OC)c2nc3occc3c(OC)c2c1,29,-25,-29,-36,9,-11
O=C1OC[C@H]2[C@@H]1[C@H]1O[C@@H]2C2=C(CCC2)C1=O,-51,-44,-31,-39,-20,-27
CCCCCCCCCCCCCCCC(=O)OCC1CCCN2CCCCC12 (stereo not given),21,48,43,25,39,54
BrC1(Br)C2COCOCC21 (stereo not given),8,-1,-5,-1,1,-10
COc1cc(C(CC(=O)O)C(=O)O)c([N+](=O)[O-])cc1OC (stereo not given),7,2,24,1,0,-23
CN(C)c1c([N+](=O)[O-])cc(N2C(=O)C=CC2=O)cc1[N+](=O)[O-],91*,94*,92*,93*,91*,92*
[O-]/[N+](=C\c1ccccc1)[C@H](COCc1ccccc1)c1ccccc1,-6,-24,-3,-17,-14,-22
COc1nc(N)c([N+](=O)[O-])c(OC)n1,-19,-3,-10,-15,-28,-12
COc1ccc([N+](=O)[O-])cc1NC(=O)Nc1ccc(SC)cc1,40,52,48,41,8,9
C=CCn1c(-c2ccccn2)n[nH]c1=S,4,6,-3,21,-22,12
Nc1ccc(O)c2ccccc12,91*,68,87*,64,10,86*
c1ccc2c(c1)CCCN2c1nc(N2CCCCC2)nc(N2CCOCC2)n1,20,23,12,-18,22,13
CCCc1c(O)ccc(C)c1C,32,1,-7,2,-36,15
CC/C(=C\c1ccccc1O)c1ccncc1,-1,2,23,-8,2,2
Cc1ccccc1NC(=O)Nc1ccc(Nc2ccccc2)cc1,26,10,6,32,-12,-6
Cn1nc2ccccc2cc1=O,15,-2,11,3,14,21
CN1C(=O)n2c(nc3ccccc32)C(Cl)(Cl)C1=O,42,3,35,10,20,14
COc1cc(NC(=O)CC(C)=O)cc(OC)c1,-2,-10,-18,-5,3,-4
CCCC(=O)NC(Nc1ccc(S(=O)(=O)Nc2nc(C)cc(C)n2)cc1)(C(F)(F)F)C(F)(F)F,-21,-21,-4,-38,13,-22
# (list continues)
SMILES,yeast mlh1 rad18,sgs1 mgt1,yeast bub3,mec2-1,cln2 rad14,rad50
Cc1ccc(N=NC2Sc3nc4ccccc4n3C2=O)cc1 (stereo not given),13,-1,16,10,-35,-7
CCOC(=O)c1cccc(C)c1C(=O)c1ccccc1,-15,-5,0,8,-7,-24
CC1(C)CC(=O)C(/C=N/C(=S)NCCc2ccccc2)=C(O)C1,-8,-21,-15,-53,-3,-23
CSC(=S)OC(C)CC(C)C (stereo not given),26,31,7,-4,-12,38
CNc1ncnc2c1cnn2CCCCO,6,18,3,-1,18,2
COC(=O)/C=C/c1ccc2c(c1)CC1(Cc3ccccc3C1)C2,12,4,14,-30,7,-16
O=C(O)c1ccc([N+]2=Cn3c(nc4ccccc43)C2)cc1,-9,-16,-59,-21,-31,5
C[Si](C)(C)C1=C([Si](C)(C)C)C(Cl)(Cl)C1=O,32,72*,29,9,45,12
O=C(CNC(=O)C(Cc1ccccc1)N1C(=O)c2ccccc2C1=O)Nc1ccccc1 (stereo not given),7,46,17,-2,5,34
NC(Cc1ccc(Cl)c(Cl)c1)C(=O)O (stereo not given),22,-4,7,5,-7,-2
COc1cc(CCN=Cc2cccnc2)c([N+](=O)[O-])cc1OC,24,26,27,0,8,6
CN(C)CCC(=O)N1C/C(=C/c2ccccc2)C(=O)/C(=C\c2ccccc2)C1,-6,2,18,31,17,52
CCCC(C)NCCCCCNc1cc(OC)cc2cccnc12 (stereo not given),76*,72*,82*,48,42,79*
O=C(COc1ccccc1)NCc1cccc(Cl)c1,-1,-12,20,-2,9,12
O=C1c2c(O)cc(O)c(O)c2C(=O)c2c(O)cc(O)c(O)c21,-22,5,-49,3,-9,-9
O=[N+]([O-])c1ccc(/C=N/Nc2cnnc(Cl)c2Cl)cc1,2,-2,2,2,-33,-1
NCCCc1cccs1,-21,-27,-2,-13,-38,-27
COc1ccc(C=C(c2ccc(OCc3ccccc3)cc2)c2ccc(OCc3ccccc3)cc2)cc1,-28,7,-28,-8,8,13
CCCCCCCCCCCCCCCCCCO,-19,7,-11,-18,-14,-3
O=S(=O)(O)c1cccc2c(O)cccc12,-32,6,5,-3,35,-8
C=C(C)C1CC2(C)C(C)CC(O)CC2C(OC(=O)C=C(C)C)C1O (stereo not given),69,80*,80*,69,47,78*
CCOc1ccc(NS(=O)(=O)c2ccc(F)cc2)cc1,3,-27,-24,-21,-6,-27
CC(C)N(C(=O)C12C3C4C5(C#N)C3C1(I)C5C42I)C(C)C (stereo not given),-3,-12,-8,-3,16,-17
COC(=O)C1=C(C(=O)OC)SC(=CC#CC=C2SC(C(=O)OC)=C(C(=O)OC)S2)S1,2,9,-13,-3,-60,10
O=C1C2C3C=CC(C3)C2C(=O)N1CNc1ccc2nc(SC3C=CCCC3)sc2c1 (stereo not given),15,7,-1,9,17,21
COc1cc2c(c([N+](=O)[O-])c1)NC(=O)C2=O,8,2,-3,-1,-12,-5
CC(=O)OCCO,18,-10,-42,4,-6,10
CC(=O)NC(CCCc1ccccc1)C(=O)O (stereo not given),-19,-17,2,9,-23,8
CC1=NN(c2ccc(S(=O)(=O)O)cc2)C(=O)C1N=Nc1ccc(C)c(S(=O)(=O)Nc2ccccc2)c1 (stereo not given),11,8,5,-18,15,6
Cc1cc2nc(Cl)n(C3OC(CO)C(O)C3O)c2cc1C (stereo not given),13,0,-1,-7,5,17
COC(=O)C(Cc1c[nH]c2ccccc12)N1CN(C)c2ccccc2C1=O (stereo not given),96*,98*,40,51,70*,58
CN(C)CCN1CCN(C)CC1,-3,11,14,0,-4,-3
CN(C)C(=O)CCOc1ccccc1,-7,-19,-7,-13,-56,1
O=C(O)C(O)(O)C(=O)O,-4,-13,6,-11,23,-3
CNC(=O)OCc1nc(SC)n(Cc2ccccc2)c1COC(=O)NC,18,11,-2,6,-1,15
Cc1ccccc1NC(=O)CC1C(=O)Nc2ccccc2S1=O (stereo not given),-47,-34,-32,-32,-28,-50
NC(CCC(=O)O)CC(=O)O (stereo not given),-1,-2,-35,-7,-4,-5
O=S(=O)(O)c1ccc(O)c2cc(Nc3ccccc3)ccc12,26,26,12,21,-29,44
O=C(Nc1ccccc1C(=O)N/N=C/c1cccc(O)c1)c1ccccc1,5,13,34,25,-20,10
O=C(C/C(=C/c1ccccc1)[N+](=O)[O-])c1ccccc1,99*,99*,99*,99*,99*,99*
c1ccc2nc(N3CCCC3)c(N3CCCC3)nc2c1,-5,-11,58,-13,-21,-9
O=C(Nc1ccccc1)Nc1ccccc1-c1ccccc1,23,52,26,23,5,23
COc1nc2ccccc2c(=O)[nH]1,6,-6,2,-5,0,-7
CCC[N+]1([O-])CCOCC1,-18,-6,14,-2,26,-8
CCCCCCCCCCCC(=O)OC(C)C(=O)NC(C)(C)CC(C)(C)C (stereo not given),62,14,27,30,9,38
